KOR beta-arrestin-1: KOR antagonists, beta-arrestin recruitment, cell-based, luminescence, uHTS (AID 1778); 290,000 compounds, 0.091% hits; inhibition, % at 10 µM; hits with a dose series show IC50 in µM; KOR beta-arrestin recruitment, luminescence, antagonist mode; higher % means a stronger effect; also: strong numbers were not always called active
NOD1 inhibition: NOD1 signaling inhibitors, primary screen, cell-based, luminescence, uHTS (AID 1578). 290,000 compounds, 1% hits. NOD1-driven NF-kB luciferase reporter cells, luminescence; higher % means a stronger effect. one-dose inhibition, % at 4 µM; EC50 in µM for titrated hits; in the data active = inhibition mostly above about 36%, no sharp cut-off; inactive = mostly below about 34%;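 also: HEK-293T reporter cells stimulated with the NOD1 agonist gamma-tri-DAP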
CSM14.1 death rescue: rescue of cells from ER stress-induced death, primary screen, 384-well, CSM14.1, thapsigargin, ATP luminescence (AID 1222). 190,000 tested, under 10 active. CSM14.1 thapsigargin-induced death rescue, ATP luminescence; higher % means a stronger effect. cellular ATP content (survival), % at 20 µM; hits with a dose series show EC50 in µM;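 active = EC50 below 50 µM in the dose-response confirmation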;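 also: death triggered by thapsigargin at about 15 µM added after 2 h compound pretreatment; cell ATP read after overnight thapsigargin exposure of roughly 18 to 22 hours; normalized against plate controls of thapsigargin alone and 5% DMSO vehicle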
Yfh1-off respiration: mitochondrial function rescue without frataxin homolog – Friedreich's ataxia, plus single-dose screen, dose response (AID 1465); one-dose fold induction at 50 µM; EC50 in µM for titrated hits; S. cerevisiae Yfh1-off respiration, WST-1 reduction, 72 h; higher fold induction means a stronger effect; 220,000 compounds, 0.074% hits;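 active = fold induction of absorbance versus untreated yeast above a set limit, then at least 30% activation at any dose in follow-up; inconclusive = repeats straddling the limit, or above it without dose testing; inactive = fold induction below the set limit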;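 also: activators that raise dye reduction in frataxin-depleted yeast; strong numbers were not always called active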
GPR55 beta-arrestin: selective activators of receptor GPR55 – imaging, U2OS cells, beta-arrestin-GFP redistribution, primary screen (AID 1961); U2OS GPR55 beta-arrestin-GFP redistribution imaging; higher % means a stronger effect; 290,000 compounds, 0.048% hits; activation, % at 10 µM, or EC50 in µM where a hit was titrated;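 active = activation above 40% with more than 50 cells counted in the well; inconclusive = wells holding fewer than 50 cells, flagged as toxic or sparse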;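 also: U2OS osteosarcoma cells stably expressing GPR55 and beta-arrestin-GFP; plate controls were DMSO negative control for no effect and LPI positive control for full effect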
TNAP activation fold: human TNAP enzyme activators, primary screen, biochemical, luminescent, no phosphate acceptor, uHTS (AID 1001); purified TNAP, luminescent activation assay, no phosphate acceptor; higher activation fold means a stronger effect; 200,000 compounds, 0.03% hits; one-dose activation fold at 20 µM; EC50 in µM for titrated hits; in the data active = activation fold from about 3, or a potency from the dose series; inactive = the rest, 99 in 100 with activation fold below about 1.6; also: many of its hits are not listed in these tables
KOR beta-arrestin-2: KOR agonists, beta-arrestin recruitment, primary screen, cell-based, luminescence, uHTS (AID 1777); KOR beta-arrestin recruitment, luminescence; higher % means a stronger effect; activation, % at 10 µM; hits with a dose series show EC50 in µM; 280,000 compounds, 0.02% hits; in the data active = activation above about 50%, passing the limit was not always enough; also: a part of the inactive calls stands beside numbers as strong as those of hits
NTR1 agonist: NTR1-driven beta-arrestin-GFP spot formation – imaging, U2OS cells, high content, primary screen (AID 493036); 330,000 compounds, 0.17% hits; P30989; activation, % at 20 µM; agonist mode;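 active = activation at or above 40% of the spot to cytoplasm intensity ratio, with at least 20 cells analyzed; inconclusive = wells under 20 cells, flagged as cytotoxic or low count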;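 also: 0% = DMSO without peptide and 100% = 100 nM NTR1 peptide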
Target sequence (P30989 whole entry, looked up): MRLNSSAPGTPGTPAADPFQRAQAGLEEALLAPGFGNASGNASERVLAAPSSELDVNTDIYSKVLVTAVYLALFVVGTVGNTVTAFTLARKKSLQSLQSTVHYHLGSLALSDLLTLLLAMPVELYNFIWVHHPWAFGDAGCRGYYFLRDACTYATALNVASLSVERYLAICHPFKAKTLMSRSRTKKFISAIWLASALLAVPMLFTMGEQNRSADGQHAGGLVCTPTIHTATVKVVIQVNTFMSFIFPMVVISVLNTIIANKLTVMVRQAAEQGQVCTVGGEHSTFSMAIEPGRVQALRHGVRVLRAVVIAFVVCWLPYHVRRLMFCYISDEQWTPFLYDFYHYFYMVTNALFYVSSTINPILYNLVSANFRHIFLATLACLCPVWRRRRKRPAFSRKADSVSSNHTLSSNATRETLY
HEK293 NOD2/NF-kB: inhibition of NOD2-driven NF-kB reporter – cell-based, luminescence, uHTS, HEK293 (AID 1566). HEK293 NOD2/NF-kB luciferase reporter, luminescence; higher % means a stronger effect. inhibition, % at 4 µM; hits with a dose series show EC50 in µM. 290,000 compounds, 0.63% hits; also: many of its hits are not listed in these tables
NTR1 agonist cell count 20 µM: also measured in NTR1 agonist; calls as there; cell count; measured here: cell count, cytotoxicity flag
An asterisk follows results filed as active; i = inactive; ? = inconclusive; nt = no result given; [ ] = dose if it differs, or a comment. Rule as the data show it, unless noted: active = inhibition above about 50%; inactive = the rest. A portion of the library. The share of hits here may be higher or lower than overall.

SMILES	KOR beta-arrestin-1	NOD1 inhibition	CSM14.1 death rescue	Yfh1-off respiration	GPR55 beta-arrestin	TNAP activation fold	KOR beta-arrestin-2	NTR1 agonist	NTR1 agonist cell count 20 µM	HEK293 NOD2/NF-kB
O=C(Nc1ccccc1C(=O)NC1CCCC1)NC1CCCC1	-1.9%	-13.2%	-1.6%	i	0.2%	1.1	-0.7%	-2.3	65	1.8%
CC#CC[N+](C)(C)CC(=O)c1ccccc1	-3.8%	-3.4%	nt	i	-0.1%	nt	1.0%	2.5	65	-20.0%
Fc1ccccc1Cc1noc(CN2CCC(OCc3cccnc3)CC2)n1	-7.9%[20 µM]	-20.5%	3.3%	i	0.0%	1	nt	0.0	82	12.3%
Cc1ccc(CN2C(=O)N/C(=C\c3ccc(-c4ccc(C(=O)O)cc4C)o3)C2=O)cc1	14.5%	-5.6%	nt	i	-0.2%	nt	2.7%	1.8	84	28.6%
Nc1c(-c2cccc(Cl)c2)cnc2c(-c3ccccc3)cnn12	-36.8%	-15.8%	nt	nt	-0.1%	nt	0.8%	3.0	63	-86.4%
COc1ccc(/C=N/NC(=O)c2cccc([N+](=O)[O-])c2)cc1OS(=O)(=O)c1ccc(C)cc1	25.0%	25.4%	-1.3%	i	-0.1%	1	-2.5%	1.2	85	26.6%
O=c1[nH]c(N2CCc3ccccc3C2)nc2c1CCC2	9.5%	-22.5%	-2.1%	i	-0.4%	1.1	-1.8%	1.8	82	-0.1%
Cc1cc(C)cc(OC(C)C(=O)Nc2ccc3c(c2)n(C)c(=O)n3C)c1 (configuration not stated)	-8.1%[20 µM]	-5.5%	nt	nt	-0.1%	nt	-5.1%	0.2	64	21.0%
Cc1ccc(C(C)(C)NC(=O)C2CCC(=O)N(CC3CCCCC3)C2)cc1 (configuration not stated)	-10.2%	-19.0%	nt	nt	-0.2%	nt	-0.7%	-2.2	67	12.0%
CC(=O)Nc1ccc(C(=O)OCC(=O)c2ccc(C)c([N+](=O)[O-])c2)cc1	31.2%	8.2%	-1.2%	i	-0.1%	1.1	-2.1%	0.7	34	7.7%
COc1ccc(C(=O)CN2CCN(c3ncccn3)CC2)cc1	1.1%	2.3%	nt	nt	0.0%	nt	-3.5%	0.4	75	27.4%
Cc1ccsc1/C=N/Nc1ccc(F)cc1F	2.8%	-6.5%	nt	nt	0.0%	nt	-3.5%	1.5	91	-4.5%
CCCCCCCCNC(=O)CCNC(=O)c1ccc(C(C)(C)C)cc1	-5.4%	33.0%	2.2%	i	-0.2%	1	-2.4%	8.3	88	14.5%
COc1ccc(OC)c(S(=O)(=O)NCC(=O)O)c1	16.4%	-14.4%	nt	i	-0.1%	nt	0.9%	1.3	41	-6.0%
COc1cc(C(=O)N(Cc2cccnc2)Cc2cc3cc4c(cc3[nH]c2=O)OCCO4)cc(OC)c1OC	-12.4%	7.5%	-1.1%	i	0.0%	1.1	4.5%	-0.1	60	3.8%
O=C(C1=NNCC1c1ccc(Cl)cc1)C1CO1 (configuration not stated)	-46.6%	88.4%*	-2.5%	i	-0.2%	1.2	-0.1%	nt	nt	2.5%
C/C(=N/NS(=O)(=O)c1ccccc1)c1ccc(NC(=O)C2CC2)cc1	3.8%	-58.4%	1.5%	i	-0.2%	1	2.0%	0.4	40	-10.5%
Cc1cc(NC(=O)CSc2ncccc2C(=O)O)no1	1.5%	-19.1%	6.4%	i	0.1%	1	nt	0.0	56	1.5%
O=C(Cc1ccccc1F)Nc1ccc(SC(F)F)cc1	12.4%	-29.8%	-1.8%	i	0.5%	1.2	16.4%	0.1	82	-90.5%
Cc1ccc(C)c(N2CCN(Cc3nnnn3C3CCCCC3)CC2)c1	8.7%	-8.9%	1.5%	i	0.0%	1	2.7%	2.1	50	-13.4%
COc1ccc(CN(CC(=O)NC2CCCC2)C(=O)CN2C(=O)COc3ccccc32)cc1	-12.2%	-13.0%	nt	nt	nt	nt	-1.0%	-0.1	39	4.6%
COCCNC(=S)N/N=C/c1ccc(OCc2ccc(C(=O)OC)cc2)cc1	25.3%	-12.8%	-2.3%	i	?	1	1.7%	-1.5	90	19.5%
C=CCOc1c(Br)cc(C2C3=C(CCCC3=O)N(C)C3=C2C(=O)CCC3)cc1OCC	16.4%	9.5%	-0.7%	i	0.4%	1.2	-2.6%	-0.4	76	-2.7%
Cc1ccccc1-n1cc(CNC(=O)CC2C(=O)NCCN2C/C=C/c2ccccc2)cn1 (configuration not stated)	-6.9%	-19.6%	-0.3%	i	0.0%	1.1	-2.6%	1.9	64	3.7%
COC(=O)c1ccc2c(=O)n(CCCCCC(=O)O)c(=O)[nH]c2c1	-6.1%	-16.5%	1.4%	i	-0.2%	1	-1.7%	0.0	65	24.6%
Cn1c(=O)n(CCc2ccccc2)c(=O)c2c1nc1n2CCCN1c1ccccc1	29.7%	18.1%	0.5%	i	-0.2%	1	1.7%	11.4	50	24.7%
Cc1cc2oc(C(=O)NCc3ccncc3)c(C)c2cc1C	-36.5%	-4.7%	2.2%	i	0.3%	0.9	9.7%	-1.2	94	-5.4%
CCC(=O)Nc1cccc(NC(=O)c2ccc(C)c([N+](=O)[O-])c2)c1	24.8%	-27.6%	-1.3%	i	0.2%	1.1	-0.6%	0.5	88	-0.4%
CCC(C)(C)NC(=O)C(c1ccc(F)cc1)N(Cc1ccccc1)C(=O)c1cnccn1 (configuration not stated)	-17.9%	-12.5%	-0.5%	i	0.7%	1	-0.1%	0.2	49	9.0%
CC(=O)N[C@@H](C)c1nc2ccccc2n1CCNC(=O)[C@H]1CCCN1c1nc(CN2CCCCC2)cs1	nt	2.9%	nt	nt	0.4%	nt	nt	1.3	52	0.1%
COc1ccc2[nH]c(C)cc(=O)c2c1	-12.2%	-7.4%	-1.8%	i	-0.3%	1.1	-2.1%	-0.2	48	6.1%
CCN(CC)S(=O)(=O)c1ccc(Cl)c(OC)c1	-31.6%	-4.0%	3.1%	i	0.3%	1	5.2%	0.1	86	-0.8%
COC(=O)c1ccc(OCCOc2ccccc2C)cc1	8.6%	-2.2%	nt	nt	0.0%	nt	0.8%	0.3	56	8.8%
CCCCn1c(SCN2C(=O)c3ccccc3C2=O)nc2cc(S(N)(=O)=O)ccc21	12.8%	9.9%	-0.4%	i	-0.3%	1	-3.0%	nt	nt	7.7%
CCc1cc(C(=O)c2ccccc2OC)c(N)s1	-6.9%	5.8%	1.9%	i	-0.3%	1.1	nt	2.0	53	15.7%
O=C(COc1cc2oc(=O)c3c(c2cc1Cl)CCC3)NCC(O)c1ccccc1 (configuration not stated)	0.4%	7.7%	nt	nt	-0.1%	nt	1.1%	2.8	48	16.3%
Cc1cc(C)n2cc(COc3ccccc3)nc2n1	-45.0%	-19.5%	-2.5%	i	1.8%	1	0.7%	-0.3	42	-4.8%
CC(C)CCOc1ccc(C2CC(=O)N(C)C2=O)cc1 (configuration not stated)	27.5%[20 µM]	-16.8%	0.8%	i	1.3%	1	-3.0%	0.3	27	4.6%
CC(C)c1cc(NCC2CCCO2)n2c(nc3ccccc32)c1C#N (configuration not stated)	-17.3%	8.8%	-0.3%	i	0.0%	1.2	6.1%	0.2	73	14.4%
Nc1c(C(=O)NCc2ccco2)c2nc3ccccc3nc2n1CCc1ccccc1F	-9.0%	2.5%	-2.1%	i	0.0%	1.1	2.9%	9.2	93	7.2%
O=C(Nc1ccc(Cl)cn1)c1ccc(COCC(F)(F)C(F)F)o1	22.5%	-20.9%	-1.7%	i	-0.3%	1.2	-3.2%	-0.6	55	-5.1%
CCOc1ccccc1N1CC(C(=O)Nc2ccccc2N2CCOCC2)CC1=O (configuration not stated)	nt	1.3%	2.1%	i	-0.3%	1.1	19.8%	0.4	84	-2.0%
COc1ccc(S(=O)(=O)N2CCCCC2C(=O)O)cc1OC (configuration not stated)	6.6%	-26.7%	-1.4%	i	-0.1%	1.1	0.3%	-1.2	77	-1.5%
CC(=O)Nc1ccc(S(=O)(=O)N(C)C2CCN(C)CC2)cc1	-78.8%[20 µM]	-35.0%	nt	nt	-0.3%	nt	-2.4%	2.1	76	0.9%
Cc1ccc(C2(c3noc(CN(C)CCCN4CCOCC4)n3)CCCC2)cc1	-14.1%	-12.5%	-2.0%	i	-0.2%	1.1	-3.0%	1.4	75	11.5%
COCCCN(Cc1ccccn1)S(=O)(=O)Cc1ccccc1	-52.1%	-21.8%	-3.5%	i	-0.2%	1.1	6.9%	0.8	51	-10.9%
COC(=O)c1ccccc1NC(=S)NC(=O)COc1ccc(C(C)C)cc1	10.8%	9.0%	0.6%	i	-0.3%	1	2.5%	9.5	78	8.0%
O=C(Nc1ccccc1C(=O)N1CCCCC1)c1cc(F)c(F)cc1Cl	11.9%	-25.8%	nt	nt	-0.1%	nt	5.1%	0.1	70	0.6%
CC(C)Oc1ccc(C(CC(=O)O)NC(=O)CSc2ncn[nH]2)cc1 (configuration not stated)	-6.0%	-0.7%	0.0%	i	0.4%	1	0.3%	1.3	55	13.1%
O=C(CCC1CCCCC1)NCCN1C2=NC[C@H](Cc3ccccc3)N2C[C@H]1Cc1ccc(O)cc1	3.0%	-30.5%	-2.5%	i	-0.1%	1	-0.8%	26.4	54	-6.8%
c1ccc(CCn2nnnc2C(c2cccnc2)N2CCOCC2)cc1 (configuration not stated)	28.4%	-26.8%	0.2%	i	0.1%	1.1	-3.0%	0.7	55	5.5%
CN1CCN(C(=O)CCc2ncc(C(F)(F)F)cc2Cl)CC1	9.1%	-39.6%	-0.7%	i	0.2%	1.1	2.5%	1.7	57	11.2%
O=C(COc1ccc(Cl)cc1)Nc1c(-c2cccs2)nc2ccccn12	4.7%	7.2%	-3.6%	i	0.2%	1	-5.8%	1.5	70	12.5%
CC(C)(C)NC(=O)C(c1ccncc1)N(C(=O)Cn1nnc(-c2ccc(F)cc2)n1)c1ccccc1F (configuration not stated)	17.4%[20 µM]	-34.8%	0.5%	i	-0.1%	1	nt	nt	nt	8.7%
OC1(c2ccccc2)Cc2cccc[n+]2C1c1ccccc1 (configuration not stated)	-34.2%	3.8%	nt	i	-0.3%	nt	4.8%	-1.2	36	-21.3%
CCOC(=O)N1CCN(S(=O)(=O)c2ccc3c(c2)SCC(=O)N3)CC1	-1.8%	25.5%	0.1%	nt	0.6%	1.1	2.4%	0.9	70	13.3%
O=C(CSc1nnc(CCc2ccccc2)n1-c1ccc(Cl)cc1)c1ccccc1	28.0%	-20.0%	-1.9%	i	-0.1%	1	-3.5%	19.1	58	4.1%
